CCHFV vOTU inh = blocks the CCHF virus ovarian tumor domain protease. CCHFV vOTU protease, Pep-AMC fluorescence. inhibition, % at 11.5 µM. hit rate 0.55% among 370,000; note: 0% = vehicle wells with enzyme and 100% = no enzyme wells
FadD28 binding = M. tuberculosis FadD28 bisubstrate binding inhibition; inhibition, % at 12.5 µM; hit rate 0.22% among 360,000; FadD28 bisubstrate probe binding, fluorescence polarization; AID 588549; in the data active = inhibition above about 8.5%, passing the limit was not always enough; inconclusive = no clear call, values can overlap the other calls
Rv3671c protease = Rv3671c (M. tuberculosis) protease inhibition. P9WHR9. inhibition, % at 5.96 µM. hit rate 0.048% among 320,000; in the data active = inhibition above about 38%;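 note: extracellular domain of Rv3671c used as enzyme; 0% = enzyme with DMSO and 100% = no enzyme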
Target sequence (P9WHR9 whole entry, looked up, the tested form may be a part): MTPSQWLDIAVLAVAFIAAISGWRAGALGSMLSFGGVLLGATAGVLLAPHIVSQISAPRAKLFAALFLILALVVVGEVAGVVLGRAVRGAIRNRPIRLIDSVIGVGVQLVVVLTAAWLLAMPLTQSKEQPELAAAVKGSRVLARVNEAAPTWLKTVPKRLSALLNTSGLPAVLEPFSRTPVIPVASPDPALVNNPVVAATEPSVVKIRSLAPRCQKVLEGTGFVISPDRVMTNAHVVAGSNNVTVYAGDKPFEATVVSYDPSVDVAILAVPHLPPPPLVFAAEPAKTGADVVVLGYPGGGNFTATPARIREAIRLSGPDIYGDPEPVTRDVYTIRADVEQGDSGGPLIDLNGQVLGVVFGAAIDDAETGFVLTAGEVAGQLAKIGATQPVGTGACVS
MazEF act = activators of E. coli MazEF toxin-antitoxin RNase. hit rate 0.32% among 350,000. AID 504720. activation, % at 20 µM. FAM/BHQ RNA-DNA oligo cleavage fluorescence, 5 h. P0AE70; in the data active = activation above about 50%
Target sequence (P0AE70 whole entry, looked up): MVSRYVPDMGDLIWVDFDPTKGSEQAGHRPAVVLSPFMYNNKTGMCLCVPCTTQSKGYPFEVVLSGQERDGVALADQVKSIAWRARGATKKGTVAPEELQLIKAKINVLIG
DUSP3 inh = blocks human VHR1 dual specificity phosphatase. P51452. recombinant VHR phosphatase, pNPP absorbance. inhibition, % at 13.3 µM. hit rate 0.52% among 290,000. AID 1654; in the data active = inhibition above about 50%; note: some compounds called inactive have numbers as strong as hits
Target sequence (P51452 whole entry, looked up): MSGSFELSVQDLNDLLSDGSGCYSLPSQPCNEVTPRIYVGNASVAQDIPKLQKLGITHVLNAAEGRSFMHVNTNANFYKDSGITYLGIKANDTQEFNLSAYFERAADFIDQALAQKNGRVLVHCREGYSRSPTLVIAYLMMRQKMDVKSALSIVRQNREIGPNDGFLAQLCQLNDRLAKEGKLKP
UGM FP inh = Mtb UDP-galactopyranose mutase inhibition; P9WIQ1; purified UGM, fluorescence polarization probe displacement; inhibition, % at 10 µM; hit rate 0.06% among 320,000; AID 504406; in the data active = inhibition above about 10%, passing the limit was not always enough; inconclusive = no clear call, values can overlap the other calls
Mtb FBA inh = inhibitors of M. tuberculosis fructose-bisphosphate aldolase | P9WQA3 | purified M. tuberculosis FBA, fluorescence read-out | inhibition, % at 1 µM | hit rate 2.3% among 360,000 | AID 588726; in the data active = inhibition above about 27%;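 note: 0% = vehicle and 100% = reference inhibitor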
Target sequence (P9WQA3 whole entry, looked up): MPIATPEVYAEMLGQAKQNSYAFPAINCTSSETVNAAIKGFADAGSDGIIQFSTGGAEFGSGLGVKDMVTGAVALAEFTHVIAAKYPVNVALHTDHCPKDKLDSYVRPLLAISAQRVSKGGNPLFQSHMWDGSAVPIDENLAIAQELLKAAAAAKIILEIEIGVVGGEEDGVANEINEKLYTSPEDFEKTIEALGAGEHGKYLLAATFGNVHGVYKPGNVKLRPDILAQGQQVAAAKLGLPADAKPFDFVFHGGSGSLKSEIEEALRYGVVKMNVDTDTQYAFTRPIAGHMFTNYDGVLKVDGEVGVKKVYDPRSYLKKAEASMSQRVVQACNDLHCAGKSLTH
BoNT-F LC inh = BoNT F light chain protease inhibition. Multiplex microsphere protease cleavage assay, flow cytometry. AID 588497. hit rate 0.22% among 360,000. inhibition, % at 10 µM; in the data active = inhibition above about 35%, passing the limit was not always enough; inconclusive = no clear call, values can overlap the other calls; note: plate controls were buffer without enzyme for full effect and enzyme alone for no effect
BioA inh = inhibitors of Mycobacterium tuberculosis BioA enzyme; inhibition, % at 9.99 µM; hit rate 0.096% among 360,000; purified M. tuberculosis BioA enzyme, plate reader; in the data active = inhibition above about 40%; inconclusive = no clear call, values can overlap the other calls
GDH-TPI inh = GDH-TPI coupled enzyme inhibition counter-screen; GDH-TPI coupled enzyme counterscreen, NADH absorbance; inhibition, % at 4.8 µM; AID 588335; hit rate 1.2% among 360,000;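 note: 0% = DMSO wells and 100% = wells lacking the enzyme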
* marks the source's active call; other numbers are inactive results; ? = inconclusive; . = no result given; & = joins results of further samples. Cut-off read from the data, not from the text of the source, unless noted: active = inhibition above about 30%; inactive = the rest. Not a hit list; about 4.9% have a hit in one of these screens.

Keys: A = CCHFV vOTU inh; B = FadD28 binding; C = Rv3671c protease; D = MazEF act; E = DUSP3 inh; F = UGM FP inh; G = Mtb FBA inh; H = BoNT-F LC inh; I = BioA inh; J = GDH-TPI inh
> NC(=O)NCc1ccccc1Cl
  A = 4; B = -2.2; C = 3; D = -2; E = 31; F = 0.4; G = -3; H = -6; I = .; J = -5
> CCn1c(SCC(=O)Nc2ccc3c(c2)OCCO3)nnc1-c1cccs1
  A = -13; B = -0.3; C = -3; D = -1; E = 23; F = 3.5; G = 1; H = -9; I = 0.8; J = -10
> CC(=O)NCCc1nc2cc(NC(=O)c3ccccc3C)ccc2n1C
  A = -12; B = 0.3; C = -2; D = 5; E = 13; F = 0.8; G = 1; H = ?; I = -2.3; J = -1
> O=C(NCc1ccc2c(c1)OCO2)c1cccc([N+](=O)[O-])c1
  A = 13; B = -1.0; C = -1; D = 8; E = 1; F = -5.8; G = -1; H = 2; I = .; J = -2
> COc1ccc(F)cc1CN1CCN(CC(=O)Nc2ccccc2C(=O)NC2CC2)CC1
  A = 0; B = -3.1; C = -5; D = 6; E = .; F = 2.1; G = 1; H = -1; I = 0.5; J = 4
> COc1ccc(-c2[nH]ncc2-c2nc(C)cs2)c(O)c1
  A = 5; B = 0.3; C = 2; D = 2; E = 1; F = 0.4; G = 4; H = 0; I = .; J = 0
> O=C(NC(=S)Nc1ccccc1Cl)C1CC1
  A = 19; B = -0.3; C = -7; D = -1; E = 0; F = 2.4; G = 0; H = -4; I = 0.6; J = 4
> CCOC(=O)C1(CCCc2ccccc2)CCN(C(=O)c2ccoc2)CC1
  A = 5; B = 0.5; C = -1; D = 0; E = 5; F = 4.9; G = 6; H = 1; I = -0.2; J = 2
> Nc1cc(-c2ccccc2)nn1S(=O)(=O)c1ccc(F)cc1
  A = 2; B = -5.4; C = -6; D = 7; E = -9; F = -0.9; G = -2; H = -4; I = -0.4; J = 2
> CN(CCc1ccccc1)C(=O)c1cccc(NC(=O)Cc2cccc(NC(=O)C3CCCN(C(=O)C4CC4)C3)c2)c1 (stereo not drawn)
  A = -1; B = -0.8; C = .; D = 2; E = .; F = .; G = 4; H = -4; I = -0.9; J = 6
> CC(C)(C)N1CC23CCC(C[C@@H]2C1=O)O3 (stereo partly drawn)
  A = 2; B = -0.5; C = 3; D = -2; E = .; F = -4.1; G = 0; H = -3; I = -2.2; J = -11
> CCOC(=O)C1=C(c2ccccc2)NC(=O)NC1c1cc(Cl)c(O)c(OC)c1 (stereo not drawn)
  A = -2; B = -0.3; C = 8; D = -9; E = 14; F = 1.8; G = 4; H = 1; I = .; J = 9
> O=C(CNC(=O)c1ccc(Br)o1)NC1CCCCCC1
  A = 11; B = -0.3; C = -8; D = 5; E = .; F = -0.4; G = 3; H = 4; I = 0.1; J = 5
> O=C(Nc1ccc(Cl)cc1C(=O)Nc1ccccn1)c1ccco1
  A = 23; B = -1.9; C = -3; D = 2; E = 11; F = 0.8; G = 2; H = .; I = 0.5; J = 17
> CCOC(=O)c1cn(CC)c2cc(Cl)c([N+](=O)[O-])cc2c1=O
  A = -7; B = -3.2; C = 1; D = 15; E = 15; F = 0.1; G = -1; H = -3; I = -1.2; J = 16
> COc1cccc(NC(=O)CN(C)C(=O)c2ccc(OCC3CCCO3)cc2)c1 (stereo not drawn)
  A = -2; B = 3.9; C = .; D = 2; E = .; F = .; G = -1; H = .; I = 1.6; J = 0
> C/C(=N\N=C1/SC(CC(=O)O)C(=O)N1c1ccccc1)c1ccc(C)cc1 (stereo not drawn)
  A = 6; B = -0.7; C = 1; D = 4; E = 2; F = 0.4; G = 0; H = 14; I = -1.2; J = 6
> Cn1c(=O)c2cc(NC(=O)Nc3cccnc3)ccc2n1Cc1ccc(Cl)cc1
  A = -96; B = 1.7; C = .; D = .; E = .; F = .; G = 135*; H = -8; I = 25; J = -2
> Nc1nonc1-n1nnc(C(=O)N/N=C/c2ccc(Br)cc2)c1CN1CCOCC1
  A = -2; B = -2.0; C = -9; D = 8; E = 21; F = -0.1; G = 2; H = 2; I = 2.2; J = 12
> Cn1c(N)c(C(=O)COC(=O)c2ccccc2C(=O)c2ccccc2)c(=O)n(C)c1=O
  A = 8; B = -3.5; C = -4; D = -3; E = .; F = -2.8; G = -3; H = -1; I = 1.5; J = 1
> COc1ccc(C(=O)/C=C/c2ccc(O)cc2)cc1
  A = 6; B = -2.9; C = -11; D = -43; E = 12; F = 3.6; G = -2; H = -2; I = -0.3; J = 31*
> Cc1cc(OCc2nnc(SC(C)C(=O)O)n2Cc2ccccc2)ccc1Cl (stereo not drawn)
  A = -1; B = -3.6; C = .; D = 3; E = -5; F = .; G = 8; H = 4; I = .; J = 4
> O=C(O)Cc1sc(-c2ccccc2)nc1-c1cccs1
  A = 3; B = -0.1; C = 2; D = -2; E = 0; F = 0.9; G = 12; H = -4; I = .; J = 8
> Cc1ccc(-n2c(SCC(=O)NCc3ccco3)nnc2-c2cccnc2)cc1
  A = 10; B = -1.1; C = -4; D = -2; E = 22; F = 0.4; G = -3; H = 2; I = 1.3; J = -5
> CC(Sc1ncnc2c1cnn2-c1ccccc1)C(=O)Nc1ccc(N2CCOCC2)cc1 (stereo not drawn)
  A = -5; B = -1.5; C = -5; D = 11; E = .; F = 0.4; G = 2; H = 3; I = -1.8; J = 3

(cont.)
molecule	CCHFV vOTU inh	FadD28 binding	Rv3671c protease	MazEF act	DUSP3 inh	UGM FP inh	Mtb FBA inh	BoNT-F LC inh	BioA inh	GDH-TPI inh
Cc1c(C(c2cc3c(cc2Br)OCO3)c2c(C)n(C)n(-c3ccccc3)c2=O)c(=O)n(-c2ccccc2)n1C	-8	-2.5	2	5	17	-2.9	0	-11	0.4	-6
CCOC(=O)C1(Cc2ccccc2C)CCCN(C(=O)c2ccc(CSC)o2)C1 (stereo not drawn)	13	-1.8	6	-5	2	3.2	1	.	0.6	7
Cc1sc2nc(SCC(=O)NCCOCCO)nc(N)c2c1C	-1	-2.1	-5	-8	15	2.3	-1	-3	.	-6
O=S1(=O)CCOC[C@H](c2ccccc2)N1Cc1cccc(Cl)c1	7	-11	-1	7	24	-2.7	-2	-7	-0.3	-4
N#CCCN(C(=O)CSc1ccc2c(c1)OCCO2)c1ccc(F)cc1	-8	-1.0	-11	4	8	2.7	-1	2	-1.6	-1
O=C(Oc1ccc2c(c1)OCC2=O)c1ccc(Cl)cc1	3	-1.0	4	-7	13	-3.4	-1	?	3.2	-5
Cn1nnc2cc(C(=O)N3CCN(c4ccccn4)CC3)ccc21	-13	-2.4	-5	-29	53*	0.2	-2	-35	9.9	4
NC(=O)N1CCN(CCCN2c3ccccc3Sc3cc(Cl)ccc32)CC1	-6	1.3	.	15	.	.	5	0	-0.8	5
O=C(NCc1ccccc1)C1CC(=O)N(C2CCCCC2)C1 (stereo not drawn)	29	0.6	5	-9	24	-1.2	1	11	1.5	-2
CCCNC(=O)Cn1cccc1C(=O)c1ccccc1	5	-0.4	1	3	22	1.1	-2	-2	-2.0	14
Cn1nc(C(C)(C)C)c([N+](=O)[O-])c1C(=O)NC1CCCCC1	4	-2.7	-7	5	-18	-3.1	4	8	0.6	1
O=C(CN1CCCC1)Nc1c2c(cc3c1CCC3)CCC2	15	-1.0	4	5	-3	0.7	4	17	.	8
Clc1ccc2nc(CN3CCCc4ccccc43)cn2c1	8	-0.2	9	3	-10	1.3	-1	-66	-0.5	15
O=C(c1ccc(Cl)c(Cl)c1)N1CCC(=O)N(C(COCc2cccc(Cl)c2)Cc2ccccc2)CC1 (stereo not drawn)	17	-1.0	-13	-10	0	-0.2	7	-3	-5.4	15
O=C1CCN(Cc2ccc(O)cc2)CCN1CCO	9&-3	0.1	-8	0	17	0.5	1	-12&0	-3.3	34*
C=CCN(c1ccccc1)S(=O)(=O)c1cccc2cccnc12	7	-1.9	5	-9	38	-0.8	-4	2	.	11
CC(C)c1cc(N2CCC(=O)NC2=O)cc(C(=O)O)c1O	-17	-0.7	2	-2	-20	5.2	13	-1	-0.3	3
Cc1ccc(NC(=O)NC(=O)COc2c(F)c(F)cc(F)c2F)c(C)c1	0	0.7	-6	-2	.	0.2	4	-7	-1.0	6
COc1ccc(C(CNC(=O)COc2ccccc2C#N)N2CCOCC2)cc1 (stereo not drawn)	1	0.0	-9	3	12	-0.5	6	-2	-0.9	-2
COc1cc2[nH]c3c(=O)n4c(nc3c2cc1OC)SCCC4	-5	-0.1	-15	3	21	2.3	17	6	.	14
Cc1cccn2c(=O)c3cc(C(=O)NCCN4CCOCC4)n(C)c3nc12	-104	-2.2	7	11	-7	-2.1	121*	2	-0.1	9
Cc1ccc2cccc(S(=O)(=O)N3CCCc4ccccc43)c2n1	14	-4.5	-4	3	6	-2.5	-1	-2	0.5	-9
C=C(C)/C=N/NC(=S)Nc1ccc(S(=O)(=O)N2CCOCC2)cc1	7	-1.0	7	0	0	-4.1	0	-2	0.8	0
CC(C)CCNC(=O)C(c1ccc(O)cc1)N(C(=O)C1COc2ccccc2O1)c1cccc(O)c1 (stereo not drawn)	-7	-4.6	-5	4	16	0.1	2	-4	.	6
Cc1noc(C)c1C(=O)OCC(=O)N1CCN(S(=O)(=O)c2ccc3ccccc3c2)CC1	4	0.1	-2	-11	21	-0.4	3	6	-1.8	2
COc1ccc(CCC(=O)OCC(=O)N2CCN(S(=O)(=O)c3ccc(C)cc3C)CC2)cc1	1	-0.3	-12	-9	.	1.8	1	4	-3.3	0
CCC1CCC2(CC1)NC(=O)N(CC(=O)NCc1ccc(Cl)cc1)C2=O (stereo not drawn)	0	-8.1	-3	0	.	2.2	-1	-3	0.8	4
CC(C)CCNC(=O)CCc1nnc2n(CCCOC(C)C)c(=O)c3ccccc3n12	-11	0.8	8	-4	-2	2.8	2	-13	-2.1	8
NC(N)=N/N=C/c1cn(-c2ccccc2)nc1-c1cccs1	19	-18	-3	-2	23	-2.1	2	-10	.	-5
O=C(N/N=C/c1ccc2c(c1)OCO2)c1cc(-c2ccco2)nc2ccccc12	-27	-17	.	-3	.	.	14	13	-0.9	20
Cc1ccc(C)c2[nH]c(=O)c(C(c3nnnn3C3CCCC3)N3CCOCC3)cc12 (stereo not drawn)	-8	-1.4	-1	6	0	0.2	6	-4	1.8	17

8 neighbouring records already listed, quoted:
molecule	CCHFV vOTU inh	FadD28 binding	Rv3671c protease	MazEF act	DUSP3 inh	UGM FP inh	Mtb FBA inh	BoNT-F LC inh	BioA inh	GDH-TPI inh
Cc1c(C(c2cc3c(cc2Br)OCO3)c2c(C)n(C)n(-c3ccccc3)c2=O)c(=O)n(-c2ccccc2)n1C	-8	-2.5	2	5	17	-2.9	0	-11	0.4	-6
CCOC(=O)C1(Cc2ccccc2C)CCCN(C(=O)c2ccc(CSC)o2)C1 (stereo not drawn)	13	-1.8	6	-5	2	3.2	1	.	0.6	7
Cc1sc2nc(SCC(=O)NCCOCCO)nc(N)c2c1C	-1	-2.1	-5	-8	15	2.3	-1	-3	.	-6
O=S1(=O)CCOC[C@H](c2ccccc2)N1Cc1cccc(Cl)c1	7	-11	-1	7	24	-2.7	-2	-7	-0.3	-4
N#CCCN(C(=O)CSc1ccc2c(c1)OCCO2)c1ccc(F)cc1	-8	-1.0	-11	4	8	2.7	-1	2	-1.6	-1
O=C(Oc1ccc2c(c1)OCC2=O)c1ccc(Cl)cc1	3	-1.0	4	-7	13	-3.4	-1	?	3.2	-5
Cn1nnc2cc(C(=O)N3CCN(c4ccccn4)CC3)ccc21	-13	-2.4	-5	-29	53*	0.2	-2	-35	9.9	4
NC(=O)N1CCN(CCCN2c3ccccc3Sc3cc(Cl)ccc32)CC1	-6	1.3	.	15	.	.	5	0	-0.8	5

From PubChem BioAssay
